ROCK2 blocker = blocks human Rho kinase 2 activity; inhibition, % at 6 µM; purified ROCK2, Kinase-Glo ATP depletion luminescence; 60,000 tested, 0.35% active;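 active = inhibition above the screen-wide mean inhibition plus 3 SD, cut at about 18% in these data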;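 note: plate controls were DMSO wells for no effect and Y-27632 control wells after no-enzyme background subtraction for full effect; many of its hits are not listed in these tables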
CatB inh = inhibitors of human cathepsin B; purified cathepsin B, fluorogenic substrate, fluorescence; inhibition, %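 (tested at 10 µM)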; P07858; AID 453; 63,000 tested, 0.1% active; in the data active = inhibition above about 21%;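 note: 0% = enzyme with no compound and 100% = no enzyme blank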
CatB mix inh = human cathepsin B inhibition by mixtures | P07858 | 62,000 tested, 0.06% active | inhibition, %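 (ten-compound pools at 5 µM per compound and 50 µM total)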 | Purified cathepsin B, AMC dipeptide fluorescence, compound mixtures; in the data active = inhibition above about 22%, passing the limit was not always enough;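 note: 0% = enzyme without compound and 100% = no enzyme blank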
Cathepsin G inh = inhibitors of human cathepsin G; P08311; purified enzyme, AMC-tetrapeptide fluorescence, pooled mixtures; inhibition, % at 5 µM (by protocol); 62,000 tested, 0.2% active; AID 581;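 active = inhibition above 20% in each of the two mixture wells holding the compound; inactive = inhibition of 20% or less in either well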;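 note: 0% = enzyme control without mixture and 100% = blank lacking enzyme; strong numbers were not always called active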
CatL block = blocks human cathepsin L protease activity. P07711. purified cathepsin L, fluorogenic substrate, fluorescence. inhibition, %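 (tested at 10 µM)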. 58,000 tested, 0.17% active. AID 460; in the data active = inhibition above about 45%;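 note: 0% = enzyme with no compound and 100% = no enzyme blank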
Target sequence (P07711 114-288 limits assumed): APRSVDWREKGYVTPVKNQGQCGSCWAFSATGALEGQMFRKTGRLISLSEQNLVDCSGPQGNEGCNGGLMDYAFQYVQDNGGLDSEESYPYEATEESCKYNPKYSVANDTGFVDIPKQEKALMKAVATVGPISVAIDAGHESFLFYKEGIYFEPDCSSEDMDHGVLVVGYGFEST
Target sequence (P07711 292-333 limits assumed): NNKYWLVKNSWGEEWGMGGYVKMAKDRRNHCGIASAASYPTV
C1s block = human complement C1s inhibition. purified C1s, fluorogenic AMC substrate, pooled mixtures. 62,000 tested, 0.16% active. P09871. mean inhibition % of two 10-compound mixtures (hits give high values), % at 5 µM (by protocol);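 active = inhibition above 20% in each of the two 10-compound mixture wells holding the compound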;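 note: 0% = enzyme wells lacking compound mixture and 100% = no-enzyme blank wells; some compounds called inactive have numbers as strong as hits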
Target sequence (P09871 16-437 limits assumed): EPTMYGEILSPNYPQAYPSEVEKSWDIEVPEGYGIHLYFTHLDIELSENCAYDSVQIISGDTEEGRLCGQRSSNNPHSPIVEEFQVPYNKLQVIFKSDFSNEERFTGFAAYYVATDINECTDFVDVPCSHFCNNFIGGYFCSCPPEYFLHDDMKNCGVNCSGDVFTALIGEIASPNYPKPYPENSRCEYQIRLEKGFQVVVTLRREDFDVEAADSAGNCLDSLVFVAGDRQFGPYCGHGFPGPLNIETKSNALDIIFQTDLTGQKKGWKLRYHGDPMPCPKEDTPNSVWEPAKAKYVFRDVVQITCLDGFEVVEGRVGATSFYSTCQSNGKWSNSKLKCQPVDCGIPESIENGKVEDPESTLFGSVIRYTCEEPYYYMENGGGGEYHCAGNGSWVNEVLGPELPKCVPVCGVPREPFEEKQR
Target sequence (P09871 438-688 limits assumed): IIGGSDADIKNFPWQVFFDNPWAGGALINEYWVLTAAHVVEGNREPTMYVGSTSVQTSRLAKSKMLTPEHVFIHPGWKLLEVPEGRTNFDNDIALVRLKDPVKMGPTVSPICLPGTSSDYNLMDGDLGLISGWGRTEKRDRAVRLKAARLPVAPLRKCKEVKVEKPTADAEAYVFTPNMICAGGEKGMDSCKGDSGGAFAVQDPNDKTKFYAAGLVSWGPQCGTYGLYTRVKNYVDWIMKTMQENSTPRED
Her2 expr inh = Her2 kinase expression inhibition; P04626; SKBR-3 HER2 protein level, AlphaScreen, 18-24 h; hits give low values; HER2 level % of control, % at 10 µM; AID 645; 65,000 tested, 0.69% active;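 active = HER2 level under 5% of the carrier-only control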;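 note: 100% = DMSO carrier and 0% = 500 nM PU-H71 HSP90 inhibitor; lower value means stronger loss of Her2 protein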
CatS block = human cathepsin S inhibition; P25774; recombinant cathepsin S, AMC dipeptide fluorescence, pooled mixtures; inhibition, %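 (tested at 5 µM per compound within 10-compound mixtures)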; 62,000 tested, 0.06% active; AID 501; in the data active = inhibition above about 32%, passing the limit was not always enough;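 note: 0% = enzyme without compound and 100% = blank without enzyme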
PKA kinase inh = blocks human protein kinase A activity; P17612; PKA Kemptide phosphorylation, Kinase-Glo ATP luminescence; inhibition, % at 6 µM; 65,000 tested, 0.1% active;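 active = inhibition above the screen-wide mean inhibition plus 3 SD, cut at about 21% in these data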; note: many of its hits are not listed in these tables
* marks the source's active call; other numbers are inactive results; . = no result given. Some of the compounds tested (hit frequency here may not be typical).

Sample of the layout:
| # | structure | ROCK2 blocker | CatB inh | CatB mix inh | Cathepsin G inh | CatL block | C1s block | Her2 expr inh | CatS block | PKA kinase inh |
| --- | --- | --- | --- | --- | --- | --- | --- | --- | --- | --- |
| 1 | CN(C)S(=O)(=O)c1ccc(C(=O)Nc2ccc(F)cc2F)cc1 | 2 | 2 | 1 | 2 | . | -38 | 119 | 8 | 7 |
| 2 | Cc1ccccc1C(=O)Nc1cccc(-c2nnc(SCC(=O)O)n2C)c1 | 5 | 0 | 2 | 5 | 9 | -38 | 88 | -4 | 8 |

Main list, from the first entry:
| # | structure | ROCK2 blocker | CatB inh | CatB mix inh | Cathepsin G inh | CatL block | C1s block | Her2 expr inh | CatS block | PKA kinase inh |
| --- | --- | --- | --- | --- | --- | --- | --- | --- | --- | --- |
| 1 | CN(C)S(=O)(=O)c1ccc(C(=O)Nc2ccc(F)cc2F)cc1 | 2 | 2 | 1 | 2 | . | -38 | 119 | 8 | 7 |
| 2 | Cc1ccccc1C(=O)Nc1cccc(-c2nnc(SCC(=O)O)n2C)c1 | 5 | 0 | 2 | 5 | 9 | -38 | 88 | -4 | 8 |
| 3 | CN(C)c1ccc(C(=O)Nc2nnc(-c3ccc(Cl)cc3)o2)cc1 | -1 | 2 | -1 | 8 | -23 | 4 | 113 | 3 | -4 |
| 4 | Cn1nnnc1P(=O)(c1ccccc1)c1ccccc1 | . | 4 | -3 | -5 | -11 | -71 | 137 | 1 | -1 |
| 5 | CC(C)C1N(C(=O)CN2CCCC2)CCN1S(=O)(=O)c1ccccc1 (stereo not given) | 3 | 1 | -1 | 30 | 15 | 18 | 78 | 8 | 6 |
| 6 | CCSc1nnc(NC(=O)CSc2nccn2-c2cc(C)cc(C)c2)s1 | 6 | 4 | 1 | -4 | 11 | -6 | 101 | 7 | 15 |
| 7 | CCOC(=O)c1cnc(-n2nc(C)cc2C)nc1NCc1ccc2c(c1)OCO2 | 2 | 1 | 2 | -2 | -5 | -3 | 44 | 3 | 6 |
| 8 | CCOC(=O)c1c(C)[nH]c(C(=O)CN2CCOCC2)c1C | . | 1 | -1 | -1 | 8 | 3 | 86 | -1 | 3 |
| 9 | Cc1ccc(Cn2ccc(NC(=O)c3noc4c3CCCCC4)n2)cc1 | 4 | 4 | -5 | -13 | 32 | -164 | 88 | -10 | 4 |
| 10 | CC1=C(C(N)=O)C(c2cccc(O)c2)n2nc(CCCO)nc2N1 (stereo not given) | 3 | 3 | 0 | 13 | 24 | 19 | 93 | 39 | 10 |
| 11 | Cc1cc(C)n(C(=O)c2ccc(S(=O)(=O)NCC3CCCO3)cc2)n1 (stereo not given) | 1 | 6 | 1 | 4 | 4 | 13 | 115 | -4 | 0 |
| 12 | O=C(CC1C(=O)NCCN1C(=O)Nc1ccccc1)Nc1ccc2c(c1)OCO2 (stereo not given) | 5 | 1 | -2 | 6 | 8 | -2 | 114 | 13 | 8 |
| 13 | Nc1ccnc(C(F)(F)F)c1C(=O)c1ccccc1 | 5 | 3 | 0 | 11 | 4 | 15 | 82 | 1 | 4 |
| 14 | Cc1nc2oc3ccccc3c(=O)c2c(=O)n1Cc1ccccc1 | 3 | 0 | 1 | -4 | -4 | -8 | 79 | -1 | 5 |
| 15 | COc1ccc(NS(=O)(=O)c2cc(C)ccc2C)cc1 | 1 | 8 | 4 | -11 | 13 | -36 | 123 | 15 | 12 |
| 16 | COc1ccc(Cl)cc1C(=O)Nc1cc(=O)n(C)c(=O)n1C | 9 | -1 | -1 | -4 | -7 | -5 | 67 | -19 | 5 |
| 17 | O=C(NCCC1=CCCCC1)C1CCCN(S(=O)(=O)c2cccc3cccnc23)C1 (stereo not given) | 5 | 5 | 3 | 12 | . | 4 | 63 | 3 | 8 |
| 18 | O=C(CSc1nccn1-c1cccc(Cl)c1)NC1CCCC1 | 4 | -2 | -5 | 0 | 1 | -16 | 120 | -7 | 7 |
| 19 | CCn1cnc2cc(NCc3ccncc3)ccc21 | 6 | 3 | 0 | -1 | -2 | 3 | 92 | 7 | 10 |
| 20 | Cc1ccc(/C=c2\sc3nc(-c4cccnc4)nn3c2=O)cc1 | -2 | 2 | 2 | 8 | 22 | 2 | 110 | 12 | 0 |
| 21 | Cc1nnc(SCC(=O)NCc2ccco2)[nH]c1=O | 4 | 2 | 5 | 44 | 3 | 2 | 108 | 22 | -3 |
| 22 | COc1ccc(OC)c(NC(=O)CCN2CCN(c3ccccc3F)CC2)c1 | . | 6 | 5 | -7 | 6 | -7 | 93 | 10 | . |
| 23 | c1ccc(-c2noc(-c3cccnc3)n2)cc1 | . | 6 | 2 | -3 | . | -3 | 51 | 13 | . |
| 24 | Nn1c(COc2ccccc2)nnc1SCC(=O)O | 0 | 7 | 1 | 7 | 4 | 7 | 102 | 16 | 1 |
| 25 | Cc1cc2nc(SC(C)C(=O)O)[nH]c2cc1C (stereo not given) | 2 | 1 | 4 | 10 | 3 | 11 | 100 | 8 | 3 |
| 26 | O=C(CSc1nccc(=O)[nH]1)Nc1ccc(F)c(Cl)c1 | 3 | 1 | 2 | -2 | -6 | -6 | 40 | 5 | 8 |
| 27 | O=C(O)C1CC=CCC1C(=O)Nc1ccc(S(=O)(=O)N2CCCc3ccccc32)cc1 (stereo not given) | 8 | 5 | 6 | 10 | 5 | 20 | 108 | 1 | 9 |
| 28 | CC(C)C(OC(=O)c1ccco1)C(=O)NC1CCCCC1 (stereo not given) | 3 | 5 | 0 | 7 | -2 | 12 | 90 | -3 | 6 |
| 29 | Cc1csc(NC(=O)CCn2c(=O)sc3ccccc32)n1 | -2 | 1 | 1 | -12 | -5 | -16 | 97 | 3 | 7 |
| 30 | CCC1CCCCN1C1Sc2ccc(C(=O)OC)cc2NC1=O (stereo not given) | . | 3 | 0 | 2 | 19 | -2 | 46 | 1 | 9 |
| 31 | CCOC(=O)C1CCN(C(=O)COc2cccc(C)c2)CC1 | 7 | 4 | 1 | 11 | 17 | 1 | 78 | 12 | 5 |
| 32 | Cc1ccc2nc(SC(C)C(=O)N3CCCC3)[nH]c2c1 (stereo not given) | 2 | 2 | 4 | -2 | -3 | -5 | 71 | 7 | 2 |
| 33 | O=c1cc(CN2CCc3ccccc32)nc2sccn12 | . | 0 | 6 | 7 | -8 | 6 | 62 | 7 | 0 |
| 34 | COc1ccc(C2C3=C(CC(C)(C)CC3=O)Oc3ncn(CCO)c(=N)c32)cc1OC (stereo not given) | -3 | 2 | 2 | 8 | -1 | 15 | 98 | -2 | 1 |
| 35 | COc1ccc2cc(C(c3nnnn3C(C)(C)C)N3CCc4ccccc4C3)c(=O)[nH]c2c1 (stereo not given) | 1 | 2 | 11 | 4 | 3 | -16 | 90 | 14 | -2 |
| 36 | COc1nnc(-c2ccc(C(=O)N3C[C@@H]4C[C@H](C3)c3cccc(=O)n3C4)cc2)c2ccccc12 | 6 | -1 | 0 | 11 | 14 | -3 | 99 | 15 | 9 |
| 37 | CC1CCCCC1NS(=O)(=O)c1ccc(S(=O)(=O)N2CCCC2)cc1 (stereo not given) | -4 | 7 | 5 | 10 | -6 | -8 | 91 | 1 | -1 |
| 38 | COc1ccc2nc(SCC(=O)Nc3ccc(S(=O)(=O)N4CCCC4)cc3)c(C#N)cc2c1 | -1 | 6 | -1 | -1 | 16 | -27 | 84 | 19 | 8 |
| 39 | CN1CCN(S(=O)(=O)c2ccc3[nH]cc(C(=O)O)c(=O)c3c2)CC1 | . | 3 | 4 | 8 | -3 | 3 | 98 | -4 | 12 |
| 40 | Cn1c(=O)c2cc(S(=O)(=O)NCCC(=O)NCC3CCCO3)ccc2n(C)c1=O (stereo not given) | 8 | 6 | 6 | 11 | 7 | -3 | 138 | 5 | 6 |

Shown with the structure last: 7 of the compounds above
| No. | ROCK2 blocker | CatB inh | CatB mix inh | Cathepsin G inh | CatL block | C1s block | Her2 expr inh | CatS block | PKA kinase inh | compound |
| --- | --- | --- | --- | --- | --- | --- | --- | --- | --- | --- |
| 21 | 4 | 2 | 5 | 44 | 3 | 2 | 108 | 22 | -3 | Cc1nnc(SCC(=O)NCc2ccco2)[nH]c1=O |
| 22 | . | 6 | 5 | -7 | 6 | -7 | 93 | 10 | . | COc1ccc(OC)c(NC(=O)CCN2CCN(c3ccccc3F)CC2)c1 |
| 23 | . | 6 | 2 | -3 | . | -3 | 51 | 13 | . | c1ccc(-c2noc(-c3cccnc3)n2)cc1 |
| 24 | 0 | 7 | 1 | 7 | 4 | 7 | 102 | 16 | 1 | Nn1c(COc2ccccc2)nnc1SCC(=O)O |
| 25 | 2 | 1 | 4 | 10 | 3 | 11 | 100 | 8 | 3 | Cc1cc2nc(SC(C)C(=O)O)[nH]c2cc1C (stereo not given) |
| 26 | 3 | 1 | 2 | -2 | -6 | -6 | 40 | 5 | 8 | O=C(CSc1nccc(=O)[nH]1)Nc1ccc(F)c(Cl)c1 |
| 27 | 8 | 5 | 6 | 10 | 5 | 20 | 108 | 1 | 9 | O=C(O)C1CC=CCC1C(=O)Nc1ccc(S(=O)(=O)N2CCCc3ccccc32)cc1 (stereo not given) |

Looked up above:
#37 @ CatB inh: 7
#36 @ PKA kinase inh: 9
#28 @ CatB mix inh: 0
#40 @ CatL block: 7
#38 @ C1s block: -27

The list continues.
| # | structure | ROCK2 blocker | CatB inh | CatB mix inh | Cathepsin G inh | CatL block | C1s block | Her2 expr inh | CatS block | PKA kinase inh |
| --- | --- | --- | --- | --- | --- | --- | --- | --- | --- | --- |
| 41 | Nc1nonc1NC(=O)CSc1ncccc1C(=O)O | 5 | 5 | 5 | 4 | 23 | -1 | 97 | 18 | 8 |
| 42 | CC1CN(S(=O)(=O)c2ccccc2)CC(C)O1 (stereo not given) | 6 | 7 | 1 | 10 | 5 | 12 | 83 | -4 | 9 |
| 43 | CC(C)CCN(C)C1CCN(S(=O)(=O)c2cccc(C(F)(F)F)c2)CC1 | 4 | 9 | 1 | 8 | 4 | 11 | 106 | -4 | 7 |
| 44 | O=C(c1sccc1-n1cccc1)N1CCCC1 | -1 | -4 | 7 | 0 | 6 | 4 | 102 | 3 | -1 |
| 45 | Cc1ccc(OCC(=O)Nc2ccc(N(C)C)cc2)cc1 | 5 | 1 | 1 | 7 | 11 | -4 | 91 | 3 | 10 |
| 46 | CCOc1ccccc1NC(=O)C1CCN(S(=O)(=O)c2c(C)noc2C)CC1 | . | 0 | 4 | 8 | 8 | 9 | 104 | 4 | -2 |
| 47 | CN(C)C(=O)Cn1nc(-c2ccccc2)c2ccccc2c1=O | -7 | 0 | 35 | 0 | -3 | -11 | 65 | -5 | 5 |
| 48 | CC(=O)Nc1ccc(S(=O)(=O)NCC2CCC(C(=O)N3CCN(c4ccccn4)CC3)CC2)cc1 (stereo not given) | -1 | 2 | 0 | 2 | 1 | 1 | 107 | 1 | -2 |
| 49 | N#CCCn1nc(-c2ccccc2)cc1Nc1ccccc1NC(=O)c1cccs1 | . | 2 | 3 | 9 | . | 12 | 80 | -4 | 10 |
| 50 | COc1ccccc1N1CCN(C(c2cc3cc(C)ccc3[nH]c2=O)c2nnnn2C2CCCC2)CC1 (stereo not given) | 5 | 6 | 3 | 8 | . | 10 | 83 | 2 | 6 |
| 51 | CC(C)C(c1nnnn1CC1CCCO1)N1CCN(C2CCCC2)CC1 (stereo not given) | 0 | 3 | 0 | -5 | 6 | -29 | 100 | -8 | 5 |
| 52 | COCCCNS(=O)(=O)c1ccccc1 | 1 | 2 | -3 | 8 | 16 | 10 | 97 | -3 | -5 |
| 53 | Cc1ccc(CNC(=O)c2oc3ccc(S(=O)(=O)N4CCC5(CC4)OCCO5)cc3c2C)cc1 | . | 1 | 9 | 1 | 6 | -1 | 52 | 1 | -3 |
| 54 | CCOC(=O)c1ccc2c(c1)N(Cc1ccccc1C)C(=O)c1ccccc1S2=O (stereo not given) | 3 | 3 | -3 | -3 | 8 | -11 | 86 | 19 | -5 |
| 55 | NC(=O)C1CC(=O)N(c2ccc(OCC(=O)Nc3cccc(C(F)(F)F)c3)cc2)C1 (stereo not given) | . | 7 | 2 | 4 | 6 | -4 | 115 | -2 | 4 |
| 56 | CC(=O)Nc1ccc(S(=O)(=O)NCCNC(=O)c2ccccc2F)cc1 | 7 | 5 | 3 | 10 | 8 | -5 | 206 | 11 | 5 |

Screening results as filed in PubChem.
